High-throughput results as filed in PubChem.
GSK3beta inhib: blocks human GSK3beta kinase activity | 0.038% of 300,000 active | activity score (negative = inhibition), % at 10 µM | GST-GSK3beta kinase, ADP-Glo luminescence, 60 min; stronger effect = lower value;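 active means more than half of replicate wells score below -50%, meaning over 50% inhibition versus plate controls; inconclusive means some replicates but at most half score below -50%; inactive means no replicate scores below -50%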;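 further: 0% = median DMSO wells and -100% = median GW8510 positive control wells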
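Assay system: GST-tagged human GSK3beta kinase, cell-free; Input: 1.6 ng GSK3beta; Medium: Tris/MgCl2 kinase buffer; Timing: 60 min enzyme reaction, room temperature; Signal: ADP-Glo luminescence quantifying ADP generated by kinase; Evaluation: score relative to plate controls; Benchmarks: DMSO neutral wells and GW8510 at 20 µM as positive.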
HSP90 inh: blocks HSP90-mediated luciferase refolding in reticulocyte lysate; AID 1789; inhibition, % at 5.6 µM; Rabbit reticulocyte lysate, luciferase refolding luminescence, 3 h; 0.91% of 290,000 active;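 active means inhibition above the screen-wide mean plus 3 SD, computed separately per campaign, cut at about 16% in these data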;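 further: 0% = DMSO wells and 100% = 60 µM geldanamycin wells; inhibitors lower the luminescence because luciferase stays unfolded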
HDAC3 inh: inhibitors of human histone deacetylase 3; 0.15% of 320,000 active; O15379; recombinant HDAC3, fluorogenic peptide/trypsin coupled, fluorescence; inhibition, % at 8.3 µM; in the data active means inhibition above about 26%, passing the limit was not always enough; inconclusive means no clear call, values can overlap the other calls
HSF1 activator: increases HSF-1 driven luciferase reporter signal; 1.7% of 300,000 active; activation, % at 9 µM; NIH3T3-HGL HSF-1 luciferase reporter, MG132, 8 h; 100% = twice DMSO control signal;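 active means mean replicate activation of at least 50% with a set share of replicates each reaching 50%; inconclusive means only one of those two conditions met; inactive means mean below 50% and too few replicates reaching it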;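 further: 0% = median of the neutral control wells and 100% = twice that signal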
AI-2 QS modul: modulators of Vibrio harveyi AI-2 quorum sensing system; Vibrio harveyi JMH597 AI-2 luminescence/OD600 ratio, 9 h; stronger effect = lower value; strain lacks LuxN and CqsS sensors; 0 = neutral-control median; activity change, % at 7.5 µM; 0.4% of 300,000 active; in the data active means activity change below about -75%, passing the limit was not always enough; inconclusive means no clear call, values can overlap the other calls;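 further: luminescence divided by OD600 gain over 9 h not by final OD600 alone; inactives centre near 13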
Dyrk1A ADPGlo: Dyrk1A (rat) kinase inhibition | 0.43% of 310,000 active | Q63470 | inhibition, % at 12.5 µM | ADP-Glo luminescence, NFATc1 peptide; in the data active means inhibition above about 50%;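 further: plate controls were vehicle with enzyme for no effect and no enzyme for full effect; many of its hits are not listed in these tables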
Platelet DG rel: platelet dense granule release activity | human platelet-rich plasma, SFLLRN dense granule ATP release, luminescence | inhibition, %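 (compounds screened at 7.5 µM in platelet-rich plasma)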 | AID 1663 | 0.22% of 300,000 active;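 active means mean replicate score, as percent of positive control, at or above 50; inconclusive means mean below 50 but at least one replicate at or above 50; inactive means mean and every replicate below 50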
PolyA inh: blocks polyadenylation in yeast reporter cells; S. cerevisiae SKY197-pL101 polyadenylation reporter, beta-gal luminescence; efflux-impaired pdr1/pdr3 knockout yeast; score 100 = 6 SD above DMSO; calls only at 12 µM; 0.02% of 300,000 active;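 active means lowest replicate activity score at least 50, where 100 means six control SD above control mean; inconclusive means lowest score under 50 but half or more replicates reach 50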;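 further: yeast exposed to compound for 9 h at 30 °C; higher score means more reporter readthrough which indicates perturbed polyadenylation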
HSF1 inh: HSF1 inhibition; 0.77% of 300,000 active; NIH3T3-HGL HSE-luciferase, MG132-induced, luminescence 8 h; stronger effect = lower value; activity change, negative = inhibition, % at 7.5 µM (by protocol);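 active means more than half of replicate wells show activity change below -50%, luminescence cut by over half; inconclusive means some wells, but at most half, below -50%; inactive means no replicate well below -50%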;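 further: luciferase reports HSF-1 transcriptional activity via heat shock element; 0% = median of DMSO wells and -100% = zero luminescence signal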
GSK3A inh: blocks human GSK-3 alpha kinase; P49840; ADP-Glo luminescence, 60 min; inhibition, % at 10 µM; 0.1% of 320,000 active;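 in the data active means inhibition above about 50%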;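 further: GST-tagged GSK-3 alpha with peptide substrate and 25 µM ATP; 0% = DMSO neutral wells and 100% = GW8510 positive control wells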
Target sequence (P49840 whole entry, looked up): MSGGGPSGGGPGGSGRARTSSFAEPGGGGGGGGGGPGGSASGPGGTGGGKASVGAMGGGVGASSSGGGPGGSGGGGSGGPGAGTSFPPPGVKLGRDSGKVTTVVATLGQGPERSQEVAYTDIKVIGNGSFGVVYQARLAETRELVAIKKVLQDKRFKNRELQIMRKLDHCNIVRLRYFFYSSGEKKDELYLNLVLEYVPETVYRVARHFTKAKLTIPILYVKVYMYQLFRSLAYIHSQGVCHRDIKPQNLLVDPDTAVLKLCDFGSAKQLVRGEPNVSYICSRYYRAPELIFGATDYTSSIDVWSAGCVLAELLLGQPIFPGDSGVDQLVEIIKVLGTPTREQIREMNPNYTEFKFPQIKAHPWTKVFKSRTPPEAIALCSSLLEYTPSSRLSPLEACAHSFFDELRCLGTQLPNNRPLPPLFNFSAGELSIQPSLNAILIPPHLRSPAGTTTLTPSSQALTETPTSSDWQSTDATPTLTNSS
* marks the source's active call; other numbers are inactive results; i = inactive; ? = inconclusive; nt = no result given.

Assay codes – A = GSK3beta inhib; B = HSP90 inh; C = HDAC3 inh; D = HSF1 activator; E = AI-2 QS modul; F = Dyrk1A ADPGlo; G = Platelet DG rel; H = PolyA inh; I = HSF1 inh; J = GSK3A inh
molecule: O=C(O)C1=C[C@@H](c2ccc(F)cc2)C[C@@H](OCCCCO)O1
  A: -2	B: nt	C: 0	D: -10	E: 3	F: 5	G: -2	H: i	I: 5	J: -1
molecule: O=C(c1ccc(N2CCOCC2)nc1)N1CCCCC1
  A: -1	B: 0	C: 2	D: -3	E: 35	F: 0	G: -7	H: i	I: -2	J: -3
molecule: CCCCN(C(=O)c1c(C)noc1C)c1c(N)n(CCCC)c(=O)[nH]c1=O
  A: 0	B: nt	C: -4	D: 5	E: 21	F: 1	G: 14	H: i	I: 0	J: 1
molecule: O=C(NC1CCSc2ccccc21)c1ccc([N+](=O)[O-])cc1 (centres undefined)
  A: -1	B: -5	C: 2	D: -2	E: 18	F: -1	G: 2	H: i	I: -5	J: 1
molecule: O=C(Cc1c[nH]c2ccccc12)N1CCN(c2ccccc2)CC1
  A: -1	B: 3	C: -10	D: 4	E: 2	F: nt	G: 3	H: i	I: -4	J: 0
molecule: CN1CCN(C(=S)NC(=O)c2ccccc2Br)CC1
  A: 1	B: -5	C: 0	D: 4	E: 33	F: 1	G: 4	H: i	I: 3	J: -3
molecule: O=S(=O)(Nc1ncccn1)c1ccc(F)cc1
  A: 4	B: -1	C: -2	D: 0	E: 5	F: 7	G: 2	H: i	I: -4	J: -2
molecule: CCOc1ccc(NC(=O)CN(C)C(=O)c2ccccc2-n2cnnn2)cc1OCC
  A: 0	B: nt	C: 0	D: -6	E: 36	F: 7	G: 13	H: i	I: -2	J: -1
molecule: CC(=O)c1ccc(NC(=O)CSc2nnc(NC(=O)C3CC3)s2)cc1
  A: 2	B: -7	C: -1	D: -1	E: 27	F: -7	G: 0	H: i	I: 2	J: -2
molecule: COc1ccc(F)cc1S(=O)(=O)N1CCCCC1
  A: 1	B: 3	C: 0	D: 8	E: 4	F: -17	G: -6	H: i	I: -6	J: 1
molecule: CC1Cc2ccccc2N1CC(=O)NC(=O)NC1CCCCC1 (centres undefined)
  A: 3	B: -3	C: 8	D: -53	E: 11	F: nt	G: -6	H: i	I: ?	J: 1
molecule: O=C(Nc1ccccc1C(=O)O)c1cncc(Br)c1
  A: 1	B: -3	C: 15	D: 26	E: 7	F: 11	G: -1	H: i	I: 3	J: 10
molecule: COc1ccc(C(CC(=O)N2CCCC2)C(C)C)cc1 (centres undefined)
  A: 0	B: -7	C: 6	D: -1	E: -3	F: 2	G: 1	H: i	I: -7	J: -1
molecule: N#CC1CN(C(c2ccccc2)c2ccccc2)C1
  A: -1	B: -1	C: -5	D: 10	E: 25	F: 1	G: -4	H: i	I: 6	J: 2
molecule: CC(C)[C@@H]1COC(c2cccc(C3=N[C@H](C(C)C)CO3)n2)=N1
  A: -1	B: -7	C: -11	D: 0	E: 18	F: 6	G: 4	H: i	I: -1	J: 2
molecule: O=C(c1cccc(-c2nnc(-c3ccccc3)o2)c1)N1CCCCC1
  A: -1	B: -3	C: 6	D: 57*	E: -16	F: -3	G: -3	H: i	I: 40	J: 4
molecule: CCCNC(=O)CN1CCC(c2nc3ccccc3[nH]2)CC1
  A: 4	B: -7	C: 1	D: 1	E: 18	F: -5	G: 5	H: i	I: -4	J: -4
molecule: O=c1cc(CSc2nnc(Nc3ccccc3F)s2)nc2sccn12
  A: 1	B: -2	C: 3	D: 2	E: 13	F: 0	G: 2	H: i	I: -16	J: 0
molecule: CCc1nc(C)c(C(=O)N2CCCC(C(=O)Nc3cccc(-c4cccc(C)c4)c3)C2)o1 (centres undefined)
  A: 0	B: 0	C: -2	D: 43	E: 5	F: 0	G: -2	H: i	I: 20	J: -1
molecule: CCn1c(=O)cc(SCC(=O)N2CCN(C(=O)c3ccco3)CC2)c2ccccc21
  A: 3	B: 1	C: 0	D: 5	E: 8	F: -7	G: 10	H: i	I: -2	J: 0
molecule: CCCN(C(=O)c1ccc(N(C)S(=O)(=O)c2ccc(C)cc2)cc1)C1CCS(=O)(=O)C1 (centres undefined)
  A: 0	B: nt	C: 0	D: 4	E: 24	F: 1	G: -21	H: i	I: -3	J: -2
molecule: CC1CC(C)CN(S(=O)(=O)N2CCC(C(=O)NCCC3=CCCCC3)CC2)C1 (centres undefined)
  A: -15	B: -1	C: 3	D: 10	E: 30	F: 2	G: 0	H: i	I: -4	J: 1
molecule: CC1CN(C(=S)Nc2cccc([N+](=O)[O-])c2)CC(C)O1 (centres undefined)
  A: 0	B: 6	C: -1	D: nt	E: 35	F: 0	G: nt	H: nt	I: nt	J: nt
molecule: COc1ccc(CC(=O)N2CCc3cc(OC)c(OC)cc3C2)cc1
  A: 3	B: -2	C: 0	D: -3	E: 13	F: -9	G: 2	H: i	I: 3	J: -1
molecule: COc1c2ccoc2nc2c(OC)c(OCC(OC(C)=O)C(C)(C)O)ccc12 (centres undefined)
  A: 1	B: -1	C: -37	D: 20	E: 23	F: 6	G: 0	H: i	I: 3	J: 0

Laid out differently: results already given.
mol	GSK3beta inhib	HSP90 inh	HDAC3 inh	HSF1 activator	AI-2 QS modul	Dyrk1A ADPGlo	Platelet DG rel	PolyA inh	HSF1 inh	GSK3A inh
O=C(O)C1=C[C@@H](c2ccc(F)cc2)C[C@@H](OCCCCO)O1	-2	nt	0	-10	3	5	-2	i	5	-1
O=C(c1ccc(N2CCOCC2)nc1)N1CCCCC1	-1	0	2	-3	35	0	-7	i	-2	-3
CCCCN(C(=O)c1c(C)noc1C)c1c(N)n(CCCC)c(=O)[nH]c1=O	0	nt	-4	5	21	1	14	i	0	1
O=C(NC1CCSc2ccccc21)c1ccc([N+](=O)[O-])cc1 (centres undefined)	-1	-5	2	-2	18	-1	2	i	-5	1
O=C(Cc1c[nH]c2ccccc12)N1CCN(c2ccccc2)CC1	-1	3	-10	4	2	nt	3	i	-4	0
CN1CCN(C(=S)NC(=O)c2ccccc2Br)CC1	1	-5	0	4	33	1	4	i	3	-3
O=S(=O)(Nc1ncccn1)c1ccc(F)cc1	4	-1	-2	0	5	7	2	i	-4	-2
CCOc1ccc(NC(=O)CN(C)C(=O)c2ccccc2-n2cnnn2)cc1OCC	0	nt	0	-6	36	7	13	i	-2	-1
CC(=O)c1ccc(NC(=O)CSc2nnc(NC(=O)C3CC3)s2)cc1	2	-7	-1	-1	27	-7	0	i	2	-2

Full records as entered above. Screens in order: GSK3beta inhib	HSP90 inh	HDAC3 inh	HSF1 activator	AI-2 QS modul	Dyrk1A ADPGlo	Platelet DG rel	PolyA inh	HSF1 inh	GSK3A inh
`COc1ccc(F)cc1S(=O)(=O)N1CCCCC1` is entered as 1	3	0	8	4	-17	-6	i	-6	1
`CCCN(C(=O)c1ccc(N(C)S(=O)(=O)c2ccc(C)cc2)cc1)C1CCS(=O)(=O)C1` (centres undefined) is entered as 0	nt	0	4	24	1	-21	i	-3	-2

This is a subset. The share of hits here may be higher or lower than overall.
